# Bioassay records (PubChem)
# T cell modulator: T cell immune modulation candidate; hit rate 0.068% among 330,000; 2C CD8+ T cell-vesicle binding, flow cytometry; stronger effect = lower value; calls only at 7 µM;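 active means response, share of CD8 T cells binding vesicles, and their 90th percentile fluorescence all below set limits, cut at about 80% in these data, passing the limit was not always enough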
#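 Incubation: binding step 1.5 h, 37 °C, antibody labelling 20 min, ice; system: murine 2C transgenic CD8+ T lymphocytes; technique: cytometric PE anti-B7-1 and Alexa647 anti-CD8 signals after 1% paraformaldehyde fixation; also added: QL9-charged Drosophila Ld/ICAM-1/B7-1 vesicles; control set: naked versus QL9-loaded vesicles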
# MT stabilize HCS: microtubule stabilization, imaging screen; HeLa tubulin immunostaining HCS, 24 h; share of cells brighter than vehicle mean+2SD; hit rate 0.83% among 200,000; % tubulin-high responders, % at 10 µM;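 active means plate Z-score above 3 for both tubulin-high and condensed-nucleus cell shares, with cell loss under 80%, at 10 µM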;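 further: anti alpha tubulin signal scored within the nucleus-defined area of each cell; some results filed as inactive read as strong as hits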
# TNAP activation fold: human TNAP enzyme activators, primary screen, biochemical, luminescent, no phosphate acceptor, uHTS (AID 1001) | purified TNAP, luminescent activation assay, no phosphate acceptor; higher activation fold means a stronger effect | activation fold at 20 µM; hits with a dose series show EC50 in µM | hit rate 0.03% among 200,000; in the data active means activation fold from about 3, or a potency from the dose series; inactive means the rest, 99 in 100 with activation fold below about 1.6; further: many of its hits are not listed in these tables
# Ins promoter up: MIN6 insulin promoter up-regulation; MIN6 insulin promoter-GFP reporter, high-content imaging; stronger effect = higher value; z-score at 5 µM; hit rate 0.3% among 190,000;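 active means z-score above 3 at 5 µM with at least 500 cells counted in the well; inconclusive means wells under 500 cells, flagged as cytotoxic or low count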
# PMI inhibition: MPI inhibition at elevated mannose 6-phosphate – biochemical, fluorescence intensity, high mannose 6-phosphate, primary screen (AID 1220). recombinant PMI enzyme, coupled fluorescence intensity; higher % means a stronger effect. one-dose inhibition, % at 20 µM; IC50 in µM for titrated hits. hit rate 0.66% among 190,000
# Autophagy mod: autophagy modulation, high-content screen | hit rate 0.98% among 190,000 | MEF GFP-LC3 puncta imaging; test concentration mostly 10 µM | calls only at 10 µM (by protocol);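 active means percentage of spot-positive cells more than 3 SD above its plate mean, without a fluorescence outlier flag or 80% toxicity; inconclusive means no clear call, values can overlap the other calls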;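 further: spot-positive cell cutoff set from DMSO-treated cells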
# Lipid droplet: hepatic lipid droplet formation modulation. hit rate 0.4% among 240,000. inhibition, % at 6.5 µM. AML12 mouse hepatocytes, oleate lipid droplets, BODIPY imaging;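 active means lipid droplet intensity inhibited by at least 50%, with more than 500 cells counted; inconclusive means wells with under 300 cells, treated as cytotoxic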
#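 material = mouse AML12 hepatocyte cell line, fixed after treatment | also added = 100 µM oleic acid challenge | doses = compound at 6.5 µM only | schedule = overnight exposure | technique = Image-based BODIPY and DAPI two-channel analysis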
# bCat nuc transl: beta-catenin nuclear translocation modulation; HeLa beta-catenin nuclear translocation, immunofluorescence imaging; hit rate 0.3% among 190,000; nuclear translocation activity, % at 5 µM; AID 1665;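 active means nuclear translocation activity above 50% at 5 µM, with a well cell count of 50 or more; inconclusive means wells under 50 cells across six images, flagged as toxic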;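 further: per-cell ratio of nuclear to cytoplasmic median beta-catenin stain intensity; plate controls were DMSO negative control for no effect and GSK-3 inhibitor IX positive control for full effect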
#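 Signal – beta-catenin immunofluorescence imaging with DAPI · Test system – human HeLa cell line · Dosing – 5 µM primary single dose, 0.1% DMSO, 0.02–20 µM confirmation series · Measure – % activation, nuclear-to-cytoplasmic median beta-catenin signal ratio per cell · Incubation – 24 h compound exposure at 37°C, 5% CO2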
# human PMI inhibition: MPI enzyme activity inhibition – biochemical, fluorescence intensity, coupled assay, primary screen (AID 1209). one-dose inhibition, % at 20 µM; IC50 in µM for titrated hits. hit rate 0.42% among 190,000. purified PMI enzyme, coupled fluorescence intensity; higher % means a stronger effect;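 further: plate controls were DMSO vehicle for no effect and wells lacking substrate for full effect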
# Ins promoter up cell count: further read-out of Ins promoter up, marked with its call; cell count; measured here: cytotoxicity, nuclei count;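 total cells summed across four imaged fields per well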
# Lipid droplet cells 6.5 µM: second read-out of Lipid droplet, no call of its own (marks repeat the call); cell count; measured here: cell count, cytotoxicity flag;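 cells counted across two imaged fields per well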
# bCat nuc transl cell count 5 µM: recorded beside bCat nuc transl, whose call it bears; cell count; measured here: cell count, cytotoxicity flag
# T cell modulator vesicle-bound %: second read-out of T cell modulator, no call of its own (marks repeat the call); double positive events, %; measured here: CD8+ vesicle-bound cell fraction;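 binding gate set so that unloaded-vesicle control wells show 10% double positive cells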
# MT stabilize HCS Hoechst-high %: second read-out of MT stabilize HCS, no call of its own (marks repeat the call); % Hoechst-high responders; measured here: nuclear condensation Hoechst responders;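 share of cells brighter than vehicle mean plus two SD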
# MT stabilize HCS cytotoxicity %: also measured in MT stabilize HCS; calls as there; toxicity, %; measured here: cytotoxicity by cell density;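 0% = mean cell density of plate MIN control wells and 100% = no cells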
# Autophagy mod cell loss 18 h: second read-out of Autophagy mod, no call of its own (marks repeat the call); toxicity, %; measured here: cell loss, nuclei count;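 cell loss after 18 h compound exposure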
# * = called active by the depositor; i = inactive; u = inconclusive; x = no result given. Unless noted, no stated cut-off is given here; in the data, active means inhibition above about 50%; inactive means the rest.
SMILES,T cell modulator,T cell modulator vesicle-bound %,MT stabilize HCS,MT stabilize HCS Hoechst-high %,MT stabilize HCS cytotoxicity %,TNAP activation fold,Ins promoter up,Ins promoter up cell count,PMI inhibition,Autophagy mod,Autophagy mod cell loss 18 h,Lipid droplet,Lipid droplet cells 6.5 µM,bCat nuc transl,bCat nuc transl cell count 5 µM,human PMI inhibition
Oc1ccc(NC(=S)N=Nc2c(O)[nH]c3ccccc23)cc1,i,34,2.6,2.0,2.8,0.7,-2.3,1389,-9%,i,8,5,621,0.9,1470,-5%
CC(C)c1ccc(S(=O)(=O)N2CCCCC2)cc1,i,46,3.3,2.1,0.5,1,x,x,10%,i,-21,5,708,0.3,1115,7%
CCC(=O)Nc1cccc(Br)c1,i,49,1.6,0.3,14,1.1,0.25,1892,2%,i,3,10,579,0.5,1025,4%
Cc1cc(-c2ccccc2)nc(N/N=C/c2ccc([N+](=O)[O-])cc2)n1,i,39,2.8,1.9,13,1.1,0.28,1343,7%,i,-1,-22,625,0.1,1165,18%
Cn1c(SCC(=O)c2ccc3c(c2)NC(=O)CO3)nc2ccccc21,i,24,3.3,1.9,2.5,1,x,x,-4%,i,-4,-1,731,0.6,1538,4%
CCCCNS(=O)(=O)c1ccc2nc(-c3cccnc3)cc(C(=O)NCCCOCC)c2c1,i,46,3.9,3.1,5.1,1.1,0.71,1064,-12%,i,4,19,687,0.2,1080,-11%
O=C(NCc1ccccc1)C1CCCN(S(=O)(=O)c2cccnc2)C1 (stereo not given),i,33,2.2,0.4,42,1.1,1.4,1119,7%,i,6,-9,689,x,x,15%
COc1ccc(N2C(=O)CS/C2=C\[N+](=O)[O-])cc1,i,53,2.5,1.6,2.0,1,1.1,1310,9%,i,-14,x,x,1.1,1455,1%
CC(CCc1ccccc1)NC(=O)COc1ccc(S(=O)(=O)N2CCOCC2)cc1[N+](=O)[O-] (stereo not given),i,8,3.2,4.0,9.7,1,0.22,1321,15%,i,-18,-8,581,0.7,1014,14%
COc1ccc(CNC(=O)c2coc(=O)c3ccccc23)cc1,i,41,2.9,2.7,7.9,1.1,-0.13,1165,-12%,i,-4,0,601,1.0,1087,-16%

# Record cards, from the list above. Values in the order: T cell modulator, T cell modulator vesicle-bound %, MT stabilize HCS, MT stabilize HCS Hoechst-high %, MT stabilize HCS cytotoxicity %, TNAP activation fold, Ins promoter up, Ins promoter up cell count, PMI inhibition, Autophagy mod, Autophagy mod cell loss 18 h, Lipid droplet, Lipid droplet cells 6.5 µM, bCat nuc transl, bCat nuc transl cell count 5 µM, human PMI inhibition
# Listed for `CC(CCc1ccccc1)NC(=O)COc1ccc(S(=O)(=O)N2CCOCC2)cc1[N+](=O)[O-]` (stereo not given) = i, 8, 3.2, 4.0, 9.7, 1, 0.22, 1321, 15%, i, -18, -8, 581, 0.7, 1014, 14%
# Listed for `COc1ccc(N2C(=O)CS/C2=C\[N+](=O)[O-])cc1` = i, 53, 2.5, 1.6, 2.0, 1, 1.1, 1310, 9%, i, -14, x, x, 1.1, 1455, 1%
# Listed for `CC(C)c1ccc(S(=O)(=O)N2CCCCC2)cc1` = i, 46, 3.3, 2.1, 0.5, 1, x, x, 10%, i, -21, 5, 708, 0.3, 1115, 7%
# Listed for `CCCCNS(=O)(=O)c1ccc2nc(-c3cccnc3)cc(C(=O)NCCCOCC)c2c1` = i, 46, 3.9, 3.1, 5.1, 1.1, 0.71, 1064, -12%, i, 4, 19, 687, 0.2, 1080, -11%
# Listed for `Cn1c(SCC(=O)c2ccc3c(c2)NC(=O)CO3)nc2ccccc21` = i, 24, 3.3, 1.9, 2.5, 1, x, x, -4%, i, -4, -1, 731, 0.6, 1538, 4%

# More compounds
SMILES,T cell modulator,T cell modulator vesicle-bound %,MT stabilize HCS,MT stabilize HCS Hoechst-high %,MT stabilize HCS cytotoxicity %,TNAP activation fold,Ins promoter up,Ins promoter up cell count,PMI inhibition,Autophagy mod,Autophagy mod cell loss 18 h,Lipid droplet,Lipid droplet cells 6.5 µM,bCat nuc transl,bCat nuc transl cell count 5 µM,human PMI inhibition
O=C1NCCN1C(=O)c1ccccc1F,i,53,2.3,2.3,11,1,0.37,1574,-4%,i,11,x,x,-5.7,913,-6%
CC(C)[C@H](NC(=O)[C@H](CCCN=C(N)N)NC(=O)NC(Cc1ccccc1)C(=O)O)C(=O)NC(C=O)CCCN=C(N)N (stereo not given in full),i,35,1.9,2.2,8.5,1.1,x,x,-6%,i,16,36,691,-8.0,493,3%
CCN(CC(=O)Nc1ccc(C(C)=O)cc1)CC(=O)Nc1cccc(OC)c1,i,50,1.3,1.8,0.1,1.1,-0.93,1274,-2%,i,-10,-32,696,-0.4,1080,8%
CCCCOC(=O)CSCC(=O)Nc1cc(C)on1,i,35,5.4,3.7,5.7,1.1,-0.65,1540,6%,i,0,x,x,-0.1,1335,5%
CSc1ccccc1NC(=O)Nc1cccc(Cl)c1,i,30,1.8,1.6,8.2,1.1,-0.11,645,2%,i,34,2,775,-0.1,1059,6%
O=c1c(-c2ccccc2)c[nH]n1-c1cccc([N+](=O)[O-])c1,i,36,4.1,2.7,2.8,1.1,-0.18,1229,0%,i,9,-1,683,-1.6,920,-3%
CCS(=O)(=O)c1ccc2oc(SCC(=O)NC3CCCC(C)C3C)nc2c1 (stereo not given),i,39,1.6,1.7,8.8,1.1,4.3*,771*,-9%,i,4,-25,736,-1.6,1004,-2%
O=C(NCCc1ccccc1)N1CCCC(CNS(=O)(=O)Cc2ccccc2)C1 (stereo not given),i,45,2.3,1.6,6.2,1,0.25,1390,0%,i,-10,-11,678,-2.1,1032,-1%
O=C(C1CCC(=O)N1Cc1cccs1)N1CCOCC1 (stereo not given),i,8,2.3,2.1,5.7,1.1,-0.28,1594,-9%,i,-24,7,703,-3.0,1063,-4%
CC(C)C(NC(=O)CN(c1cccc(F)c1)S(C)(=O)=O)C(C)C,i,38,3.6,1.7,1.7,1.1,x,x,-12%,i,9,8,741,-3.3,583,-12%
Cc1ccccc1[C@@H]1C(C#N)=C(N)S[C@H]1C(=O)c1ccccc1,i,26,1.9,1.3,17,1.1,0.02,909,8%,i,2,1,724,x,x,14%
COc1ccc(/C=C/C(=O)Nc2ccc(NC(C)=O)cc2)cc1S(=O)(=O)N1CCOCC1,i,18,x,x,x,x,2.3,957,x,x,x,-3,663,0.3,1271,x
O=C(NCCC1=CCCCC1)c1cc2ccccc2oc1=O,i,18,x,x,x,x,-0.24,1064,x,x,x,-1,765,-1.5,1371,x
COC(=O)c1c(NC(=O)CCC(=O)O)sc2c1CCCCC2,i,33,3.0,3.3,5.5,1.1,-0.34,1283,-2%,i,3,-4,575,x,x,8%
CCc1nnc(NC(=O)CCN(c2cc(C)cc(C)c2)S(=O)(=O)c2ccc(Cl)cc2)s1,i,41,19*,26*,27*,1.1,0.51,1605,11%,i,21,-14,580,-0.1,1101,9%
CCc1nn(CC(=O)Nc2cc(C)ccc2C)c(=N)s1,i,22,5.4,1.2,4.3,1.1,-0.1,1394,8%,i,-8,4,695,-0.9,1106,-2%
O=C(CCl)N1CCN2C(=O)c3ccccc3C12c1ccc(Cl)cc1 (stereo not given),i,18,8.6,1.9,8.7,1.1,-0.73,545,-3%,i,63,4,654,-0.2,890,-8%
COc1ccc(-n2ncc3c(=O)n(CC(=O)N4CCCc5ccccc54)cnc32)cc1,i,28,2.5,1.1,12,1,-1.7,1152,-6%,i,-6,x,x,-0.2,683,-7%
CCCS(=O)(=O)N1CCC(C(=O)NCc2cccnc2)CC1,i,27,2.6,3.8,6.7,1,1.1,1822,8%,i,4,10,690,-1.5,1092,17%
COc1nc(N)c(S(=O)(=O)c2ccc(C)cc2)cc1C#N,i,24,1.5,0.9,5.0,1.1,-0.77,1782,14%,i,6,-21,590,1.8,1029,11%
CCOc1ccc(C(=O)NCc2ccccc2)cc1Br,i,44,4.8,3.5,3.8,1.1,x,x,10%,i,-1,0,604,2.6,922,19%
O=C(O)c1cccc(Cn2c(Cl)c(/C=N/NC(=O)c3cc4ccccc4cc3O)sc2=O)c1,i,49,x,x,x,x,0.04,1348,x,x,x,-26,656,0.2,1012,x
COc1ccc(N(C(C)C(=O)NC2CCCCCC2)S(C)(=O)=O)cc1 (stereo not given),i,24,4.4,1.5,3.3,1.1,x,x,-1%,i,-7,-9,724,x,x,6%
C=CCN(c1ccccc1)S(=O)(=O)c1cc(C(=O)NC2=NCCS2)ccc1Cl,i,40,3.2,3.0,9.0,0.9,1.1,1678,3%,i,2,4,701,-1.2,1077,2%
Clc1ccc(-c2n[nH]c3c2Cc2ccccc2-3)cc1Cl,i,60,x,x,x,x,-0.38,1053,x,x,x,-3,682,-0.8,1413,x
COC(=O)c1cnc(N2CCCN(S(=O)(=O)c3ccc(C(F)(F)F)cc3)CC2)nc1C(F)(F)F,i,30,x,x,x,x,0.12,1512,x,x,x,-13,684,1.4,1165,x
COc1ccc(O)c(C(=O)CC(=O)c2ccccc2C)c1,i,17,6.9,0.5,20,1.1,-0.05,1327,-21%,i,-5,-13,711,0.7,1098,-7%
CC[C@H](C)[C@H](NC(=O)OCc1ccccc1)C(=O)Nc1ccc(NC(C)=O)cc1,i,44,4.5,2.0,11,1,-0.56,1188,-4%,i,-6,6,688,-4.7,1142,-10%
O=C(C1CC(c2ccc(F)cc2)=NO1)N1CCCCC1 (stereo not given),i,8,2.6,1.4,3.6,1.1,x,x,-14%,i,-1,-34,725,-4.3,1224,-8%
Cc1ccc(S(=O)(=O)N(C)CCCC(=O)n2nc(C)cc2C)cc1,i,48,3.0,3.1,7.4,1.1,-0.05,1250,8%,i,-1,-13,701,x,x,18%
CCOCCn1c(=NC(=O)c2cc3ccccc3oc2=O)sc2cc(S(N)(=O)=O)ccc21,i,16,1.2,3.1,5.5,1.1,0.45,1221,-13%,i,-13,u,x,-1.3,953,6%
